ATXN viability: viability counter-screen for ATXN expression inhibitors. S2 cells (HEK-293 line with an ATXN2-luciferase reporter) viability, CellTiter-Fluor protease fluorescence, 24 h. Potency, µM (top dose mostly 56.7 µM), most hits filed as cytotoxic. actives 0.49% (n = 400,000); further: potency means the concentration at half of the fitted maximal effect; nearly all actives have a fitted effect of over 40% in size
Nrf2 ARE act: Nrf2 pathway activation; actives 0.31% (n = 410,000); AREc32 ARE-luciferase reporter (MCF7-derived line), luminescence, 24 h; AID 624171; Potency, µM (top dose mostly 46.1 µM), inactives show at the top dose activation, usual class: activators; further: potency means the concentration at half of the fitted maximal effect; % of control where 0% means no effect; nearly all actives have a fitted effect of over 65% in size
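ARE activation measured as luciferase luminescence (Steady-Glo, 30 min RT) in AREc32_Fluc cells after 24 hr compound exposure at 37 deg C, 5% CO2; cells seeded overnight at 1000/well in OPTI-MEM, 5% FBS.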
TGFb inhibitor: TGF-b pathway inhibition; HepG2 CAGA-GFP TGF-b/SMAD3 reporter, GFP fluorescence, 18 h; TGF-beta stimulated, 500 pg/mL final; Potency, µM (highest dose often 46.1 µM), for inactives: at the highest dose activity, negative = inhibition, most hits filed as inhibitors; actives 1.2% (n = 410,000); further: potency means the concentration at half of the fitted maximal effect; on the % scale 0 is the no-effect control and ±100 the full control effect; nearly all actives have a fitted effect of over 65% in size
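Smad-responsive CAGA-GFP expression was quantified in HEPG2 cells exposed to compounds and 500 pg/mL final TGF-beta for 18 h at 37 degrees C; unstimulated wells defined full inhibition.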
MmCpn inh: inhibitors of Methanococcus maripaludis chaperonin (MmCpn); purified Mm-Cpn ATPase, ADP Transcreener TR-FRET; Potency, µM (titrated, usually from 76.9 µM), without a hit: at the highest dose activity, negative = inhibition, actives largely listed as inhibitors; actives 0.031% (n = 330,000); AID 504842; further: potency means the concentration at half of the fitted maximal effect; on the % scale 0 is the no-effect control and ±100 the full control effect; nearly all actives have a fitted effect of over 80% in size
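Measured: ADP formation by purified Mm-CPN. Conditions: 25 nM protein, 10 uM ATP, Tris pH 7.4 with Mg2+, K+ and DTT, 37°C for 30 min. Detection: Transcreener HTRF after 30 min at room temperature.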
Nrf2 inh: blocks Nrf2 signaling. A549 ARE-Fluc reporter, luciferase luminescence, 18-24 h. actives 2.1% (n = 360,000). AID 504444. Potency, µM (top dose mostly 46 µM), inactives show top-dose activity change, negative = inhibition, hits mostly inhibitors; further: potency means the concentration at half of the fitted maximal effect; on the % scale 0 is the no-effect control and ±100 the full control effect; nearly all actives have a fitted effect of over 60% in size
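In this cell-based qHTS, ARE-driven firefly luciferase in A549 cells reports Nrf2 activity; the luminescent signal after BugLite lysis is the measured value, with a prior CellTiter-Fluor read for cell health.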
HepG2 viability: kills HepG2 cells in TGF-b inhibitor counter-screen. Potency, µM (doses to about 46.1 µM), inactives show at the highest dose activity change, negative = cytotoxicity, most hits filed as cytotoxic. HepG2 CAGA-GFP viability, ATP luminescence, 18 h. actives 0.76% (n = 410,000); further: potency means the concentration at half of the fitted maximal effect; some results filed as inactive show a strong effect at the top dose
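CellTiter-Glo luminescence gave cytotoxicity after 18 hours at 37 degrees C. The cells were HepG2 CAGA-GFP in 1% FBS DMEM, stimulated with 500 pg/mL TGF-beta after compound addition. %Activity was normalised to no-cell wells (complete cell-killing) and DMSO (no toxicity), and curves were fitted and classified.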
A549 viability: counter-screen for Nrf2 inhibitors: cytotoxicity in A549 cells. A549 ARE-Fluc cells, CellTiter-Fluor viability, 18-24 h. Potency, µM (doses to about 46 µM), without a hit: at the top dose activity change, negative = cytotoxicity, actives largely listed as inhibitors. actives 0.16% (n = 390,000). AID 504648; further: potency means the concentration at half of the fitted maximal effect; on the % scale 0 is the no-effect control and ±100 the full control effect
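A549 ARE_Fluc cells in 5% FBS OPTI-MEM were exposed to compounds in concentration-response for 18-24 h at 37 deg C. Viability was read by CellTiter-Fluor fluorescence (Ex 405/Em 525) after 30 min, before the luciferase read.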
CCT modulator: cytosolic chaperonin activity modulation; activity change, % (concentration not given with the values), hits read low; actives 0.3% (n = 360,000); purified chaperonin ATPase assay, HTRF ADP detection, 30 min; in the data active means activity change below about -30%; further: on the % scale 0 is the no-effect control and ±100 the full control effect
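ATPase activity: ADP formed was measured by HTRF Transcreener (665/615 nm ratio) after 30 min at 37 deg C with 10 uM ATP. Compounds screened at one 76 uM concentration against 40 or 20 nM TRiC in Tris pH 7.4/KCl/MgCl2/DTT buffer.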
pAkt inh: Akt phosphorylation inhibition; Neuro2A IGF-stimulated pAkt S473 HTRF, 20 min; hits give low values; activity change, % for hits at 50 µM; actives 0.32% (n = 360,000); in the data active means activity change below about -80%; inconclusive means mostly about -51% to -80%; further: on the % scale 0 is the no-effect control and ±100 the full control effect
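Single-point screen (50 µM final compound) in Neuro2A cells stimulated 20 min with 6 nM IGF at 37 deg C. After lysis, Ser473-phosphorylated Akt read by HTRF (ex 330 nm, em 615/665 nm) as the 665/615 ratio.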
* marks the source's active call; other numbers are inactive results; i = inactive; ? = inconclusive; . = not tested or not shown; & = joins results of further samples; [ ] = remark or other dose. Unless noted, the call rests on the fitted dose curve; in most records, active means well fitted curve in the direction sought with a large enough effect; inconclusive means small, poorly fitted or top-dose-only effect, or another doubt; inactive means no such curve, though single readings can be large; an effect the other way counts as inactive or inconclusive. Rows are unselected; about 4.4% have a hit in one of these screens.

| SMILES | ATXN viability | Nrf2 ARE act | Nrf2 inh | MmCpn inh | TGFb inhibitor | HepG2 viability | A549 viability | pAkt inh | CCT modulator |
| --- | --- | --- | --- | --- | --- | --- | --- | --- | --- |
| CCCCC(Br)C(=O)Nc1ccc(S(=O)(=O)Nc2cc(C)nc(C)n2)cc1 (centres undefined) | i | 6.7% | 0.6% | 3.0% | -0.9% | 4.6% | 0.5% | i | -1.4 |
| CCOc1ccc(CNC(=O)c2cnc3sc(N4CCC(C)CC4)nn3c2=O)cc1OC | i | -0.4% | ? | . | -0.2% | 3.3% | 0.3% | . | . |
| Cc1ccccc1-c1nc2cc(Cl)ccc2c(=O)o1 | i | 4.1% | -2.7% | 0.5% | 8.8% | -3.5% | -2.5% | i | 0.4 |
| CCOc1ccc(NC(=O)CSc2nnc(C)n2C2CC2)cc1S(=O)(=O)N1CCCC1 | i | 0.4% | 0.4% | 1.0% | -18.2% | 0.0% | -1.4% | i | 1.6 |
| Cc1oc(C(C)(C)C)cc1C(=O)N1CCN(c2ncccc2C(F)(F)F)CC1 | i | 0.0% | -10.6% | 0.8% | ? | 13.7% | 5.2% | i | -3.8 |
| COc1ccc2nc(SC(C)C(=O)NC3(C#N)CCCCC3)[nH]c2c1 (centres undefined) | i | 1.8% | -28.9% | -1.7% | -19.8% | -1.6% | 1.8% | i | -1.0 |
| COCCNC(=O)C1(C)CCCN(Cc2cc(C)ccc2C)C1 (centres undefined) | i | -0.8% | . | . | -8.7% | 8.8% | . | i | 1.5 |
| N#Cc1cc2c(=O)n3ccccc3nc2n(Cc2ccco2)c1=NC(=O)c1ccco1 | . | 11.1% | 3.1% | -2.2% | 0.3% | -9.2% | 1.0% | i | 2.2 |
| Cc1cc(C)c2cc(C#N)c(NCCCNC(=O)c3ccncc3)nc2c1 | i | -0.3% | . | . | -0.8% | -20.5% | . | i | 0.8 |
| CC(C)(C)OC(=O)CNC(=O)c1nc[nH]c1C(=O)N1CCNCC1 | i | -1.6% | -0.2% | -2.9% | -18.8% | -0.7% | -1.9% | i | -1.5 |
| CCOc1cc(C2c3c(oc4ccccc4c3=O)C(=O)N2Cc2ccccc2Cl)ccc1O (centres undefined) | i | 2.4% | ? | . | 11.7% | -0.8% | -3.7% | . | . |
| O=C(Nc1nccs1)C(=O)c1c[nH]c2ccccc12 | i | 10.9% | 24.4% | -4.4% | 8.2% | -14.6% | -6.0% | i | -2.0 |
| Cc1sc2nc(CN3CCOCC3)[nH]c(=S)c2c1C | ? | 0.2% | -20.6% | -14.6% | -0.4% | -11.9% | -0.1% | i | 1.5 |
| C=CCN(CC=C)S(=O)(=O)c1ccc(NC(=S)NC(=O)c2ccc(-c3ccccc3)cc2)cc1 | i | -0.7% | . | 0.9% | 8.7% | -2.3% | -0.1% | i | -2.1 |
| COc1ccc(S(=O)(=O)N2CCOCC2)cc1NC(=O)c1cc2ccccc2o1 | i | 0.6% | -17.5% | -12.3% | 13.2% | -6.3% | -1.7% | i | -0.3 |
| CC(=O)N/C(=C\c1ccc(F)cc1)C(=O)N(C)C | i | -0.5% | 5.8% | -0.6% | 11.6% | -1.7% | 2.1% | i | -0.5 |
| COc1ccc(-c2noc(-c3ccc(NCC4CCCO4)c([N+](=O)[O-])c3)n2)cc1 (centres undefined) | i | 0.6% | 7.3% | . | 0.6% | 1.2% | -2.3% | . | . |
| COc1cc(OC)cc(-c2c(C#Cc3ccsc3)c3cc(-c4ccccc4OC)ccc3n2C)c1 | i | -0.6% | ? | -29.8% | 8.5% | 2.4% | 11.9% | i | 0.8 |
| Cc1cc(CNC(=O)COc2ccc(F)cc2F)c2ccccc2n1 | i | 2.8% | 16.4µM* | 3.4% | -2.3% | -0.8% | -6.4% | i | 0.4 |
| Cc1c(C(=O)O)sc2nc3n(c(=O)c12)CCC(C)CC3 (centres undefined) | i | 0.3% | -12.3% | -0.3% | -7.3% | 2.3% | -6.1% | i | -5.4 |
| Cc1ccc(C)c(NC(=O)N(C)CCc2c(C)nn(C)c2C)c1 | i | -1.3% | . | . | 2.7% | -2.3% | -3.6% | . | . |
| CCn1nc(NS(=O)(=O)c2ccc(F)cc2)c2cc3cccc(C)c3nc21 | i | -0.7% | 20.3% | -0.2% | ? | -24.3% | -5.7% | i | -0.6 |
| O=c1oc2ccccc2cc1-c1nc2c(s1)CCc1ccccc1-2 | . | 3.98µM* | ? | -2.3% | 23.1%&-15.0% | 15.3%&-7.2% | ? | i | -1.1 |
| Cc1onc(-c2c(F)cccc2Cl)c1C(=O)N(C)C1CCCCC1 | i | 0.0% | 9.5% | -18.0% | 0.4% | -23.0% | -2.6% | i | -1.1 |
| CC(NC(=O)c1ccccc1NC(=O)c1ccncc1)c1ccccc1 (centres undefined) | i | -0.8% | 2.4% | -0.2% | 11.1% | 0.3% | -4.6% | i | 1.5 |
| O=C1c2ccccc2C(=O)c2c1cccc2N(CCO)CCO | ? | 0.7% | -8.5% | -3.9% | 15.1% | -2.4% | ? | i | -25.8 |
| CCC1=Nc2cc(C(=O)O)ccc2Sc2ccccc21 | i | 2.7% | -8.2% | 0.5% | -8.6% | -1.9% | 1.5% | i | -0.1 |
| COc1cc2[nH]c(=O)n(CCCC(=O)N(C)Cc3ccccc3)c(=O)c2cc1OC | ? | 4.4% | -8.6%[9.27 µM] | . | 1.8% | -76.7% | 2.2% | . | . |
| CCOc1ccccc1N(CC(=O)NCc1ccc(OC)cc1)S(C)(=O)=O | i | -0.8% | 0.4% | -0.4% | -15.7% | -8.9% | -1.4% | i | -2.7 |
| COc1ccccc1CNC(=O)c1c(O)nc2cc(C)ccn2c1=O | i | 0.0% | -3.7% | . | 13.3% | 4.7% | -4.6% | . | . |
| COc1cc(C)c(Br)cc1S(=O)(=O)NCc1cccs1 | i | 0.4% | -16.6% | -1.0% | -0.1% | -4.1% | 1.0% | i | -4.6 |
| O=C(Cc1ccc(F)cc1)Nc1ccccc1Sc1ccccc1 | i | -1.3% | 2.6% | 0.6% | -4.2% | -7.9% | 10.0% | i | -2.6 |
| O=C(CN1CCN(CC(=O)Nc2ccc3c(c2)OCO3)CC1)Nc1ccc(F)cc1 | i | 0.1% | . | 1.7% | 7.8% | 7.1% | 4.6% | i | 2.4 |
| CC(C)C[C@@H](CNC(=O)OC(C)(C)C)NC(=O)c1nc[nH]c1C(=O)N[C@@H](CC(C)C)C(=O)CNC[C@H](CC(C)C)NC(=O)c1nc[nH]c1C(=O)N[C@@H](Cc1c[nH]c2ccccc12)C(=O)OC(C)(C)C | i | 0.5% | -9.8% | 2.1% | -23.5% | -7.1% | -2.4% | i | -0.1 |
| COc1ccccc1OC(C)C(=O)Nc1cccc(-c2nc3ccccc3o2)c1 (centres undefined) | i | 4.1% | -7.3% | . | 60.7%[activator] | -22.6% | 3.5% | . | . |
| Cc1c(NC(=O)c2cccs2)cccc1-c1nc2cc(Cl)ccc2o1 | i | 19.4% | ? | . | ? | 6.5% | -2.3% | . | . |
| Cn1nc(C(C)(C)C)cc1NC(=O)Nc1ccc(F)cc1F | i | 1.9% | 2.1% | 0.0% | -0.6% | -1.1% | -2.6% | i | 3.3 |
| O=C(Nc1cccc(F)c1)N1C2CCC1CC(O)(c1cccnc1)C2 (centres undefined) | i | -0.3% | 16.4% | 1.0% | 28.3% | 21.2% | -3.8% | i | -1.7 |
| CCCCOc1ccc(CNC(=O)c2ccc(-c3nc(CN4CCc5ccccc54)c(C)o3)cc2)cc1 | i | -0.3% | . | . | 15.0% | -2.9% | 17.3% | . | . |
| O=C(CSc1nccn1-c1ccc(Cl)cc1)Nc1cccc2ccccc12 | . | -0.7% | . | . | -15.7% | 2.0% | -2.2% | . | . |
| O=C(COC(=O)COc1ccc(Cl)cc1)Nc1ccc2c(c1)OCCO2 | i | -0.1% | 1.1% | 0.6% | 3.3% | 3.6% | -4.7% | i | -0.5 |
| CCOc1ccc(C(NC(C)=O)c2ccc(OC)c(OC)c2)cc1 (centres undefined) | i | 0.4% | -4.8% | 1.3% | -8.4% | -1.6% | -1.3% | i | -0.6 |
| O=C(Nc1ccc2oc(-c3ccncc3)nc2c1)c1cccs1 | i | 2.4% | ? | -28.1% | 0.7% | -5.0% | -3.2% | i | -1.5 |
| O=C(CCCN1Cc2ccccc2C1)c1ccc(F)cc1 | i | 0.2% | ? | -20.8% | -1.4% | -34.6% | 0.1% | . | -0.6 |
| Cn1c(CNC(=O)C(Cc2ccccc2)NC(=O)c2ccccc2F)cc(=O)n(C)c1=O (centres undefined) | i | -0.5% | -1.7% | -5.4% | -0.3% | -2.9% | ? | i | -1.1 |
| Clc1ccccc1/C=N/Nc1cc(N2CCOCC2)ncn1 | i | 16.4% | ? | -9.4% | 18.7% | -3.8% | 9.0% | i | 3.1 |
| Cc1cc(C)cc(NC(=O)C2CCN(S(=O)(=O)c3ccc4c(c3)oc(=O)n4C)CC2)c1 | i | -1.6% | -18.3% | . | -3.5% | 2.9% | 6.4% | . | . |
| CN(C(=O)COc1ccc(Oc2ccccc2)cc1)C1CCS(=O)(=O)C1 (centres undefined) | i | 0.7% | -15.4% | 0.3% | -5.8% | -4.8% | -0.4% | i | 1.6 |

Compound activity deposited in PubChem by National Center for Advancing Translational Sciences (NCATS).
